From PubChem BioAssay
ABCB1 inh = human ABCB1 inhibition, ABCG2 as counter-screen. 190,000 compounds, 0.067% hits. CCRF-Adr cells, JC-1 efflux, flow cytometry. inhibition, % at 6.6 µM. P08183; in the data active means inhibition above about 40%;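 further: 0% = vehicle and 100% = reference inhibitor; higher value means more JC-1 retained so stronger ABCB1 efflux block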
RGS8-Gao reg = modulates binding of RGS8 to human Galphao; P09471; multiplexed bead flow cytometry; actives lie on both sides; response (percent of control binding), % at 10 µM; 220,000 compounds, 0.34% hits; AID 1423; in the data active means response below about 60% or above about 140%; inactive means in between;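 further: Galphao activated as the GDP aluminium fluoride complex binding bead-coupled RGS8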
RGS7-Gao reg = modulates binding of RGS7 to human Galphao; P09471; Multiplexed bead flow cytometry; actives lie on both sides; binding response (% of control), % at 10 µM; 220,000 compounds, 0.35% hits; in the data active means binding response below about 49% or above about 150%; inconclusive means no clear call, values can overlap the other calls; inactive means in between;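 further: fluorescent Galphao held in activated GDP-AlF4 state binding bead-coupled RGS7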
Mcl1-Noxa inh = disrupts binding of human Mcl-1 to Noxa peptide; TR-FRET Mcl-1/Noxa peptide binding, 2 h; inhibition, % at 21.7 µM; 220,000 compounds, 1.5% hits; AID 1022;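 active means compounds that cut the protein-peptide binding signal by more than 50% relative to plate controls in a single-dose test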;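 further: His-tagged Mcl-1 with rhodamine Noxa BH3 peptide and terbium anti-His antibody; 0% = Mcl-1 plus Noxa peptide wells and 100% = peptide-only wells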
Bim-Mcl-1 = human Bim-Mcl-1 interaction inhibition | Bead-based flow cytometry, Bim peptide-Mcl-1 binding | inhibition, % at 10 µM | 190,000 compounds, 0.1% hits | AID 1009; in the data active means inhibition above about 40%;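 further: 0% = no compound tracer wells and 100% = peptide blocker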
RGS4-Gao reg = modulates binding of RGS4 to human Galphao; binding response (% of control), % at 10 µM; P09471; 220,000 compounds, 0.33% hits; Multiplexed bead flow cytometry; actives lie on both sides; AID 1415; in the data active means binding response below about 49% or above about 150%; inactive means in between;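 further: fluorescent Galphao activated with aluminum fluoride binding bead-coupled RGS4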
Pf gametocyte = P. falciparum stage V gametocyte viability inhibition | 150,000 compounds, 0.065% hits | P. falciparum stage V gametocytes, ATP luminescence, 24 h | inhibition, % at 10.9 µM;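 active means inhibition above the mean plus 3 SD of compounds within the control limits, set per campaign, cut at about 38% in these data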;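 further: 0% = DMSO wells and 100% = medium only without gametocytes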
GSH bead fluor = compound fluoresces at 488/530 nm on GSH beads; GSH beads flow cytometry, compound fluorescence 488/530 nm; active compounds read high; fluorescence (KMESF) at 10 µM; 190,000 compounds, 0.25% hits; AID 1776; in the data active means fluorescence above about 89;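 further: glutathione beads carrying GST-tagged Bcl family fusion proteins plus one bare bead set; values are compound well signal with DMSO vehicle wells as background; inactives centre near 16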
Mcl1 Bid PPI = disrupts binding of human Mcl-1 to Bid peptide; 220,000 compounds, 0.97% hits; AID 1021; TR-FRET Mcl-1/Bid-Dy647 peptide binding, 1536-well; Q07820; inhibition, % at 21.7 µM;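 active means compounds that cut the binding signal by more than half at the single screening dose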;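 further: His-tagged Mcl-1 with europium anti-His antibody binding Bid BH3 peptide; 0% = Mcl-1 plus peptide wells and 100% = peptide-only wells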
Avidin fluor = avidin bead compound fluorescence profile | Avidin beads, compound fluorescence 488/530 nm, flow cytometry; active compounds read high | fluorescence (KMESF) at 10 µM | 220,000 compounds, 0.38% hits; in the data active means fluorescence above about 47; further: inactives centre near 10
ABCG2 inh = blocks JC-1 efflux by human ABCG2 transporter; IgMXP3 cells, flow cytometry; inhibition, % at 6.6 µM; 190,000 compounds, 0.1% hits;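 active means inhibition above 80%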;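 further: 0% = DMSO and 100% = nicardipine control wells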
Target sequence (Q9UNQ0 whole entry, looked up): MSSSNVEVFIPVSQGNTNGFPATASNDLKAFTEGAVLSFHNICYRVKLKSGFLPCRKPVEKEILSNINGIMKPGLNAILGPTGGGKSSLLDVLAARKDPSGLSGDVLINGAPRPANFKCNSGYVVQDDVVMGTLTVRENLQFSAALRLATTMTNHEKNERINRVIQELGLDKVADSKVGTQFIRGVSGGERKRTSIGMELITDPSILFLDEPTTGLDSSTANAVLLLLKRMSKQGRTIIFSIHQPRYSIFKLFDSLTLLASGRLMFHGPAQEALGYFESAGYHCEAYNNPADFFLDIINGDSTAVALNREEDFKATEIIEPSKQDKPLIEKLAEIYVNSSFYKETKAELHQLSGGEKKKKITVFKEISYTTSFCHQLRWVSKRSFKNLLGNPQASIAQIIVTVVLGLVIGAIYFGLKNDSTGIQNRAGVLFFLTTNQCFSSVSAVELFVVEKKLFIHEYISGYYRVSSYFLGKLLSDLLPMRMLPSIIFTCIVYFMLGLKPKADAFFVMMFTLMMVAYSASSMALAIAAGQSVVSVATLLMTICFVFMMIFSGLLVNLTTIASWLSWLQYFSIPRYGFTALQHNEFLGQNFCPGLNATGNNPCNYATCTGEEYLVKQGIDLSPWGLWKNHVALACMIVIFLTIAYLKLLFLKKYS
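System: two drug-resistant human cell lines, ABCG2 and ABCB1; controls: nicardipine high and DMSO low controls; times: 10 min exposure at 25 °C with rotation, no wash; detection: flow cytometry of retained JC-1 fluorescence; read-out basis: percent efflux inhibition, scaled nicardipine 100% to DMSO 0%; doses: one concentration, 6.6 µM final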
* marks the source's active call; other numbers are inactive results; ? = inconclusive; · = not tested or not shown.

The line under a structure holds: RGS7-Gao reg, Mcl1-Noxa inh, Avidin fluor, ABCG2 inh, ABCB1 inh, Bim-Mcl-1, Mcl1 Bid PPI, GSH bead fluor, RGS8-Gao reg, Pf gametocyte, RGS4-Gao reg
COC(=O)c1cc2oc(C)cc2n1CC(=O)Nc1ccc(OC)c(OC)c1OC
→ 97, 8, 12, 10, 1.2, 1, -25, 33, 97, ·, 96
Cc1cc(C)c(C(=O)O)c(Cl)n1
→ 97, 15, 22, 0, -0.1, 0, -7, 10, 101, -6, 100
COC(=O)/C(C#N)=C/c1ccc(N2CCOCC2)c([N+](=O)[O-])c1
→ ?, 13, 7, ·, ·, ·, -7, ·, 103, 4, 100
O=C(NCc1ccco1)c1cnn2c(C(F)(F)F)cc(-c3ccco3)nc12
→ 97, 34, 10, 6, 0.9, 2, -18, 9, 100, ·, 94
O=C(Nc1ccc(N2CCCC2)c(Cl)c1)c1ccc(Br)o1
→ 95, 5, 7, 1, -0.3, 0, -63, 59, 100, ·, 97
CC(C)CCn1c(SCC#N)nc2c(sc3ccccc32)c1=O
→ 103, 15, 23, 0, 0.0, -3, 1, 15, 100, ·, 98
CN(C)c1oc(-c2cccs2)nc1C#N
→ 101, 17, 23, 4, 0.6, -3, 27, 13, 93, 14, 99
CCC1=[N+](C)CCn2c(C)ccc21
→ 102, 12, 14, -1, -1.2, -3, -18, 34, 102, ·, 102
COC(=O)COc1ccc(S(=O)(=O)Nc2ccc(C(N)=O)cc2)cc1
→ 101, -4, 14, 0, -0.1, 0, -24, 35, 102, ·, 100
NC(=O)NC(Cc1ccccc1)C(=O)NCC1(N2CCCCC2)CCCCC1 (stereo unspecified)
→ 106, -12, 16, 4, 0.6, 0, -19, 23, 115, ·, 109
COc1ccc(-c2nc(-c3ccc(NC(=O)c4ccc(Br)o4)cc3)no2)cc1OC
→ 103, 3, 17, -7, -0.8, -7, -14, 26, 103, 20, 101
COc1ccc(-c2cn3cccnc3n2)cc1NC(=O)C1CC1
→ 102, 15, 17, 3, 0.6, 0, -11, 16, 98, ·, 100
COc1ccccc1N1CCN(C(c2cccs2)C(C)NC(=O)c2ccco2)CC1 (stereo unspecified)
→ ·, 15, 6, ·, ·, ·, -22, ·, 96, -19, 94
Clc1ccc(-c2cc(COc3ccccc3)on2)cc1
→ 104, 6, 14, 2, 0.0, -1, -4, 19, 100, 4, 100
O=C(Nc1cc(C(F)(F)F)ccc1N1CCOCC1)c1cccc(F)c1
→ 99, -10, 12, 6, 1.1, -1, -13, 39, 101, ·, 104
CC(C)(C)C1CCC(OC(=O)c2ccncc2)CC1 (stereo unspecified)
→ 88, 19, 5, 2, 0.0, -1, 6, 15, 96, ·, 93
CCOCCCNC(=O)Cc1ccc(F)cc1
→ 109, -3, 6, 5, 0.9, -3, 2, 10, 109, 7, 107
O=C(Nc1ccsc1C(=O)N1CCCCCC1)c1ccccc1
→ 99, -23, 29, 2, 0.3, 3, -11, 13, 102, ·, 99
Cc1cc(C(=O)NN=C2CCCCC2)c2ccccc2n1
→ 99, 5, 7, 2, 0.2, -2, -8, 16, 104, 28, 97
O=C(CCc1ccccc1)NNC(=S)NC(=O)c1ccccc1
→ 105, -63, 16, 2, 0.3, -5, -114, 9, 100, ·, 103
COc1ccc(Cc2noc(CN(C)CC3(N4CCOCC4)CCCCC3)n2)cc1OC
→ 98, 4, 3, 3, 1.3, -6, -28, 9, 99, 13, 99
CC(=O)c1cc2c(s1)-c1cc(F)ccc1OC2
→ ?, 8, 3, ·, ·, ·, -11, ·, 106, 4, 106
O=C(COC(=O)c1ccc(S(=O)(=O)N2CCCC2)cc1)NCc1ccccc1
→ 98, 11, 4, 1, 0.0, 1, -22, 26, 102, ·, 100
COc1cccc(-n2nnc3c(=O)n(CC(=O)N4CCC(Cc5ccccc5)CC4)cnc32)c1
→ 96, 9, 12, 39, 1.7, -5, -31, 31, 97, ·, 94
COc1ccc(N(Cc2cc3cccc(C)c3[nH]c2=O)S(C)(=O)=O)cc1
→ 108, -2, 4, 0, 0.4, 1, -32, 16, 101, ·, 103
c1ccc(CSc2nnc3ccc(-c4ccco4)nn23)nc1
→ 93, 22, 9, 2, 0.1, -1, -3, 15, 97, -11, 96
Cc1cc(N/N=C/c2ccc(F)cc2)nc(NCc2ccccc2)n1
→ ?, 30, 6, ·, ·, ·, -14, ·, 107, 9, 113
Cc1ccc(S(=O)(=O)[N-]c2nc3ccccc3nc2-n2cc[n+](Cc3ccccc3)c2)cc1
→ ?, 21, 12, ·, ·, ·, 11, ·, 101, -5, 104
CC(OC(=O)CCC(=O)c1cccs1)C(=O)Nc1ccccc1[N+](=O)[O-] (stereo unspecified)
→ 84, 1, 17, 0, 0.0, 3, -17, 21, 79, -11, 80
CCOC(=O)c1c(C)nc(-c2ccccc2)nc1N
→ 97, -6, 6, -3, -3.3, 0, -22, 28, 103, -1, 94
Cc1nc(/C=C\C(=O)O)c2cc(C)oc2n1
→ 96, 10, 10, 9, 0.7, -1, -17, 11, 101, ·, 101
Cc1cc2cc(CCNC(=O)c3ccc(C)c([N+](=O)[O-])c3)c(=O)[nH]c2cc1C
→ 7.7*, -1, -3, 3, 0.3, -9, 7, 10, 16*, -7, 3.7*
CN1C=C(C(F)(F)F)C=C/C1=C(\C#N)c1nnc2n1CCCCC2
→ 97, 2, 8, -1, 0.0, -1, -27, 12, 96, ·, 96
CCOC(=O)c1nnn(CC(=O)N2N=C(c3ccccc3)CC2c2ccccc2)c1C(=O)OCC (stereo unspecified)
→ 105, -1, 25, 5, 3.9, -2, 8, 15, 104, ·, 105
C=CCSc1nnc(-c2cnn(-c3ccccc3)c2-n2cccc2)n1C
→ 103, 14, 4, 2, 0.5, 0, -28, 34, 105, ·, 106
CS(=O)(=O)Nc1ccc([N+](=O)[O-])cc1Oc1ccccc1
→ 101, 12, 10, 0, 0.3, -4, 14, 21, 100, ·, 100
CC1(C)N=C(N)NC(Nc2ccc(Br)cc2)=N1
→ 105, -9, 9, 6, 0.7, 0, -13, 11, 106, 8, 103
O=C(Nc1ccc2c(c1)nc1n2CCN(C2CCCCC2)C1)NC1CCCCC1
→ 99, 41, 10, -5, -0.3, -5, -25, 24, 102, ·, 99
Cc1ccc(SCc2cc(=O)n3ccsc3n2)c(C)c1
→ 97, 15, 22, 26, 0.9, -4, -6, 10, 99, ·, 100
CCOc1ccc(-c2c(C(=O)N/N=C/c3ccc(C)cc3)nnn2-c2nonc2N)cc1
→ ?, -34, 3, ·, ·, ·, -18, ·, 95, -3, 94
Cc1ccc2nc(-c3ccc(NC(=O)CSc4nccc(=O)[nH]4)cc3)sc2c1
→ 101, 24, 10, -3, -0.3, -1, 19, 15, 102, 16, 99
CCN(CC)C(=O)Oc1ccc(NC(C)=O)cc1
→ 102, -5, 5, 2, 0.6, 1, 1, 30, 100, -2, 100
CCCC[C@@H]1CNC(=S)N1CCc1cccc2ccccc12
→ 106, -2, 6, 5, 0.8, 5, -18, 20, 104, ·, 103
Cn1c(N)c(C(=O)COC(=O)C2CCCN2C(=O)c2cccs2)c(=O)n(C)c1=O (stereo unspecified)
→ 100, -6, 12, 7, 0.1, -1, -14, 12, 99, ·, 98
Cc1cccc(CSc2nnc([C@@H]3CCCN3)o2)c1
→ ?, -13, 5, ·, ·, ·, -21, ·, 97, 6, 88
COc1ccc(CC(=O)NNC(=S)Nc2ccccc2)cc1Cl
→ 106, -8, 8, 0, 0.0, -5, -71, 15, 103, ·, 101
CCc1ccc(NC(=O)c2ccccc2NC(=O)C2CCCO2)cc1 (stereo unspecified)
→ 101, -3, 5, 1, 0.5, 0, -26, 15, 102, 3, 104
Cc1nc(SCC(=O)Nc2cccnc2Cl)nc(C)c1C
→ 97, 9, 7, 2, 1.0, -1, -10, 14, 95, ·, 97

Grouped by structure: those above containing a furan ring, fused or not.
The line under a structure holds: RGS7-Gao reg, Mcl1-Noxa inh, Avidin fluor, ABCG2 inh, ABCB1 inh, Bim-Mcl-1, Mcl1 Bid PPI, GSH bead fluor, RGS8-Gao reg, Pf gametocyte, RGS4-Gao reg
COC(=O)c1cc2oc(C)cc2n1CC(=O)Nc1ccc(OC)c(OC)c1OC
→ 97, 8, 12, 10, 1.2, 1, -25, 33, 97, ·, 96
O=C(NCc1ccco1)c1cnn2c(C(F)(F)F)cc(-c3ccco3)nc12
→ 97, 34, 10, 6, 0.9, 2, -18, 9, 100, ·, 94
O=C(Nc1ccc(N2CCCC2)c(Cl)c1)c1ccc(Br)o1
→ 95, 5, 7, 1, -0.3, 0, -63, 59, 100, ·, 97
COc1ccc(-c2nc(-c3ccc(NC(=O)c4ccc(Br)o4)cc3)no2)cc1OC
→ 103, 3, 17, -7, -0.8, -7, -14, 26, 103, 20, 101
COc1ccccc1N1CCN(C(c2cccs2)C(C)NC(=O)c2ccco2)CC1 (stereo unspecified)
→ ·, 15, 6, ·, ·, ·, -22, ·, 96, -19, 94
c1ccc(CSc2nnc3ccc(-c4ccco4)nn23)nc1
→ 93, 22, 9, 2, 0.1, -1, -3, 15, 97, -11, 96
Cc1nc(/C=C\C(=O)O)c2cc(C)oc2n1
→ 96, 10, 10, 9, 0.7, -1, -17, 11, 101, ·, 101
